# Luc counter – Counterscreen for Luciferase (Kinase-Glo TM) Inhibition | Potency, µM (highest dose often 38.3 µM), for the others: top-dose activity change, negative = inhibition, hits mostly inhibitors | AID 1379, 2008 | 0.28% of 200,000 active | Luciferin 4-monooxygenase (Photuris pensylvanica), Q27757 | Kinase-Glo luciferase, ATP luminescence, 8 min; note: potency is the fitted concentration of half-maximal effect; % is set by controls: 0 for no effect and ±100 for the full control effect; nearly all actives have a fitted effect of over 60% in size
#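 Inhibition of Kinase-Glo luciferase light generation was assessed at 10 uM ATP in pH 7.2 imidazole buffer, with luminescence measured after eight minutes at ambient temperature.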
# IMPase Li cell – qHTS Assay for Identifying the Cell-Membrane Permeable IMPase Inhibitors: Potentiation with Lithium. CHO-M1 cells, IP1 TR-FRET (IP-One), carbachol + lithium. AID 1457, 2008. Potency, µM (series often up to 59.4 µM), without a hit: top-dose activity, negative = IMPase inhibition, hits mostly inhibitors. 0.35% of 210,000 active;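 note: IP1 builds up when IMPase is blocked and the TR-FRET signal falls; potency is the fitted concentration of half-maximal effect; plate controls were basal vehicle for no effect and high inhibitor control for full effect; nearly all actives have a fitted effect of over 50% in size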
#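 CHO-M1, 2000 cells/well, 16–30 h culture; cpd + low Li+, 30 min 37C; lysis with d2-IP1/Eu-anti-IP1 Ab, 10 min RT; TR-FRET 665/620 ratio and 620 channel; AC50 via Hill.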
# HTT aggregate – qHTS Multiplex Assay to Identify Dual Action Probes in a Cell Model of Huntington: Aggregate Formation (GFP); PC12 HttQ103-GFP aggregates, Acumen cytometry, 40 h; Potency, µM (highest dose often 46.1 µM), without a hit: at the highest dose activity change, negative = inhibition, most hits filed as inhibitors; 1.1% of 220,000 active; note: potency is the fitted concentration of half-maximal effect; % is set by controls: 0 for no effect and ±100 for the full control effect; nearly all actives have a fitted effect of over 60% in size
#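 Using laser scanning cytometry, GFP-positive aggregates were counted after lysis of PC12 cells induced with 100 nM tebufenozide to express HTT exon 1 Q103–GFP. Compounds were tested in titration.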
# SMN2 splice up – qHTS Assay for Enhancers of SMN2 Splice Variant Expression; HEK293 SMN2-luciferase splicing reporter, luminescence, 30-36 h; Potency, µM (highest dose often 46.1 µM), for inactives: at the top dose activity change, positive = activation, most hits filed as activators; 2.8% of 210,000 active; note: potency is the fitted concentration of half-maximal effect; % of control where 0% means no effect; nearly all actives have a fitted effect of over 55% in size
#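 HEK293 cells carry an SMN2 […]–luciferase reporter in which exon 7 inclusion puts luciferase in frame. Cells were plated 10-12 h before compound addition, then incubated 30-36 h at 37C. ONE-Glo luminescence was read; sodium butyrate at 4.5 mM final served as control.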
# CBFb RUNX1 block – qHTS Assay for Compounds Blocking the Interaction Between CBF-beta and RUNX1 for the Treatment of Acute Myeloid Leukemia; AlphaScreen CBFb-His/RUNX1-biotin binding, biochemical; Potency, µM (titrated, usually from 59.8 µM), for inactives: at the highest dose activity, negative = inhibition, hits mostly inhibitors; 230,000 tested, under 10 active; AID 1477, 2009; note: % of control where 0% means no effect
# Target sequence (Q01196 whole entry, looked up): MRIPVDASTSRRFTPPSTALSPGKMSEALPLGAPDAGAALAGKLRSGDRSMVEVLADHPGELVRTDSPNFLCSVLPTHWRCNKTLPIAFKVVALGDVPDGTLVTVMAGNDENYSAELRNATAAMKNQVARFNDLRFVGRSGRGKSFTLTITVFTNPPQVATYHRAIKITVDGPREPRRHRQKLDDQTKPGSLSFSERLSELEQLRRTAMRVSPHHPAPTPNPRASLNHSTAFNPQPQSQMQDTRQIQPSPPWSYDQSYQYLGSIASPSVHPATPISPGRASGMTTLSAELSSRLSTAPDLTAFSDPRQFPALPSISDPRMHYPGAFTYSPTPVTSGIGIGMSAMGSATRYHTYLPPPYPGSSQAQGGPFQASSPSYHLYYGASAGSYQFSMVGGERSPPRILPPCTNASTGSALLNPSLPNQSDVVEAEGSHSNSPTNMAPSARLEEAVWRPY
# Target sequence (Q13951 whole entry, looked up): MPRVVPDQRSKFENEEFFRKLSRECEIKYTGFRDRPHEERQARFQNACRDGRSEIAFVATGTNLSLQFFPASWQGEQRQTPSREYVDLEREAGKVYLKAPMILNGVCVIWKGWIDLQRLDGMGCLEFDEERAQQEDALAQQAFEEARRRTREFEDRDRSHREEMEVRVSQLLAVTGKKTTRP
#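 AlphaScreen proximity signal reports loss of binding between His-tagged CBF-beta and biotin-labelled RUNX1, each at 30 nM. Proteins are pre-associated for 20 minutes, compounds added for 15 minutes, then beads for 90 minutes, all at ambient temperature.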
# HTT cytoprotect – qHTS Multiplex Assay to Identify Dual Action Probes in a Cell Model of Huntington: Cytoprotection (ATP). PC12 HTT-Q103 induced, cytoprotection, ATP luminescence, 40 h. 0.14% of 230,000 active. Potency, µM (titrated, usually from 56.4 µM), without a hit: cytoprotection (ATP increase), usual class: activators;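 note: potency is the fitted concentration of half-maximal effect; % of control where 0% means no effect; nearly all actives have a fitted effect of over 45% in size; toxic huntingtin expression switched on by the ecdysone agonist tebufenozide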
#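 Compounds added alongside 100 nM tebufenozide, which induces toxic Q103 huntingtin exon 1-GFP in stable PC12 cells; surviving cells quantified by luminescent ATP measurement. Medium: phenol red-free DMEM, 5% equine and 5% calf serum.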
# Lamin A splicing – qHTS Assay for Modulators of Lamin A Splicing | 0.01% of 200,000 active | Potency, µM (titrated, usually from 46.1 µM), inactives show at the top dose ratio change, negative = inhibition, usual class: inhibitors | AID 1487, 2009 | HeLa LMNA splicing GFP/RFP minigene ratio, 48 h; active = well fitted inhibition curve with a large enough effect in the signal ratio, with a control signal flat, not every such curve was filed as active; inconclusive = small, poorly fitted or top-dose-only effect, or effect the other way, or a change in a side signal; the % refers to the signal ratio; note: potency is the fitted concentration of half-maximal effect; % is set by controls: 0 for no effect and ±100 for the full control effect
#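 S3 HeLa stable clones carrying a lamin A-EGFP splicing minigene plus DsRed2 were seeded at 600 cells/well in Opti-MEM with 2% FBS, pin-dosed and incubated 48 h at 37°C. Acumen cytometry (488 nm) gave the GFP/RFP total-intensity ratio.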
# Numbers without * were called inactive; ? = inconclusive; . = not tested or not shown; [ ] = dose if it differs, or a comment. Unless noted, calls come from the whole dose curve; as a rule, active = well fitted curve in the direction sought with a large enough effect; inconclusive = small, poorly fitted or top-dose-only effect, or another doubt; inactive = no such curve, though single readings can be large; an effect the other way counts as inactive or inconclusive. Not a hit list. About 4% of those tested had a hit in this group.
smiles | Luc counter | IMPase Li cell | HTT aggregate | SMN2 splice up | CBFb RUNX1 block | HTT cytoprotect | Lamin A splicing
CC1CC1C(=O)Nc1nc(-c2ccccn2)cs1 (configuration not stated) | -4% | 30%[activator][38.3 µM] | -42% | -26% | ? | -10% | 3%
COc1cc(C)c(Cl)c(C)c1S(=O)(=O)NCc1ccc2c(c1)OCO2 | 3% | 27%[38.3 µM] | 10% | 19% | 5% | 7% | 0%
CCCNS(=O)(=O)c1ccc(CCC(=O)NCc2ccco2)cc1 | 3% | 11%[38.3 µM] | 14% | 17% | -26% | 14% | 6%
O=c1[nH]c(=O)n(CCO)c2nnn(Cc3ccccc3)c12 | -3% | -2%[38.3 µM] | -3% | ? | -2% | 0% | -10%
CCCOc1ccc(NC(=O)CC2C(=O)N(C)C(=S)N2Cc2cccs2)cc1 (configuration not stated) | 2% | 6% | 15% | -7% | 12% | -7%[10 µM] | ?
Cn1ncc2c(O/N=C(\N)c3ccc(C(C)(C)C)cc3)ncnc21 | . | . | ? | . | 8% | -88%[inhibitor][10 µM] | .
CC(C)c1ccc(NC(=O)c2cccc(Br)c2)cc1 | -9% | 4% | -12% | 14µM* | 11% | -73%[inhibitor] | .
CCC1C(=O)Nc2nc(-c3ccccc3)c(-c3ccccc3)n2N=C1C (configuration not stated) | -3% | 26%[38.3 µM] | -5% | 0% | -5% | -17% | -3%
O=C(CSc1nnc(-c2cccs2)n1-c1ccccc1)NCC1CCCO1 (configuration not stated) | 1% | -7%[38.3 µM] | -11% | 4% | -5% | -4% | 5%
O=C(Cn1c(NCCO)nc2ccccc21)NCCc1ccc(F)cc1 | -2% | 0%[38.3 µM] | 10% | -3% | 2% | -6% | ?
O=C(N/C(=C\c1cccc([N+](=O)[O-])c1)C(=O)N(CCO)CCO)c1ccco1 | 0% | 4% | . | -25% | 4% | . | 5%[46 µM]
O=C(NCCO)c1ccc(-c2nnc(N3CCOCC3)c3ccccc23)cc1 | -1% | -1%[38.3 µM] | 21% | -23% | 2% | -3% | -2%
COc1cc(NC(=S)NC(=O)c2ccco2)ccc1NC(=O)C(C)C | -3% | 1% | 13% | 18% | 1% | 3%[10 µM] | -1%[46 µM]
CCOc1ccccc1NC(=S)/C(=C(\[O-])c1ccc2c(c1)OCCO2)[n+]1ccc(CC)cc1 | 18% | 15%[38.3 µM] | 3%[9.22 µM] | 4% | -8% | 5% | -3%
COc1ccc(-n2nnc3c(=O)n(Cc4cc(C)ccc4C)cnc32)cc1 | -2% | 17%[38.3 µM] | 15% | -6% | -1% | -24%[0.074 µM] | ?

# Some of these compounds in order of count of non-hydrogen atoms, low to high:
smiles | Luc counter | IMPase Li cell | HTT aggregate | SMN2 splice up | CBFb RUNX1 block | HTT cytoprotect | Lamin A splicing
CCCNS(=O)(=O)c1ccc(CCC(=O)NCc2ccco2)cc1 | 3% | 11%[38.3 µM] | 14% | 17% | -26% | 14% | 6%
CCCOc1ccc(NC(=O)CC2C(=O)N(C)C(=S)N2Cc2cccs2)cc1 (configuration not stated) | 2% | 6% | 15% | -7% | 12% | -7%[10 µM] | ?
CCOc1ccccc1NC(=S)/C(=C(\[O-])c1ccc2c(c1)OCCO2)[n+]1ccc(CC)cc1 | 18% | 15%[38.3 µM] | 3%[9.22 µM] | 4% | -8% | 5% | -3%

# Continued:
smiles | Luc counter | IMPase Li cell | HTT aggregate | SMN2 splice up | CBFb RUNX1 block | HTT cytoprotect | Lamin A splicing
COC(=O)C(NC(C)=O)(Nc1ccc(C)cn1)C(F)(F)F (configuration not stated) | . | . | 15%[9.22 µM] | . | 6% | 11%[10 µM] | .
Cc1ccc(S(=O)(=O)C(C)C(=O)NCCS(=O)(=O)c2ccc(Cl)cc2)cc1 (configuration not stated) | 4% | -17% | -18% | 16% | -7% | -42% | ?
O=C(O)CCC(=O)NNC(=O)c1cccc(Br)c1 | -3% | -2% | 10% | 0% | 8% | 1%[10 µM] | -14%
COC(=O)c1nn(-c2ccccc2)nc1-c1nn(-c2ccccc2)nc1C(=O)OC | 4% | -1%[38.3 µM] | -3%[9.22 µM] | 4% | -4% | -81%[inhibitor] | 6%
Cc1ccc(CNC(=S)Nc2ccc(C)c([N+](=O)[O-])c2)cc1 | . | . | 20% | . | -3% | -5%[10 µM] | -10%
Cc1sc(NC(=O)C2CC=CCC2C(=O)O)c(C(=O)OC(C)C)c1C (configuration not stated) | -1% | -2%[38.3 µM] | 16% | 13% | -2% | 2% | ?
Cc1cc(C)n2cc(CSCC(=O)O)nc2n1 | 1% | -9% | 9% | 9% | 3% | -12%[10 µM] | -4%
COc1cccc(NC(=O)C(Cc2ccccc2)NC(=O)C2CCC(C)CC2)c1 (configuration not stated) | -1% | 7% | 9% | 0% | 1% | -3%[10 µM] | ?
CCCCc1nc(Cl)c(C#N)c2c1CSC(C)(C)C2 | 4% | 12% | -15% | -9% | 2% | 8%[10 µM] | 3%
CCCc1[nH]nc2c1C(c1cccc(OC)c1)C(C#N)=C(N)O2 (configuration not stated) | -1% | 5%[38.3 µM] | -2% | 5% | 5% | -12% | -5%
COc1ccc(N2C(=O)NC3CC2(C)Oc2ccccc23)cc1OC (configuration not stated) | -6% | 2%[38.3 µM] | -5% | 14% | -3% | -23% | 12%
CCCCCOP(=O)(c1ccccc1)c1ccccc1 | -3% | 4% | -14% | -3%[1.84 µM] | 5% | -1%[10 µM] | -9%
Cc1noc(C)c1S(=O)(=O)N1CCCC(C(=O)N2CCc3ccccc3C2)C1 (configuration not stated) | 1% | 6%[38.3 µM] | -6% | -15% | -1% | -24% | -17%
CCCCNC(=O)NC1CCCC1 | -1% | 1% | 2% | 8% | 7% | 7%[10 µM] | -11%
Cc1sc(NC(=S)NC(=O)c2cccs2)nc1-c1ccc(C(C)C)cc1 | 5% | 0% | 6% | -1% | 3% | 10%[10 µM] | -8%
CC1(c2ccccc2)CC(C)(C)N2C(=O)C(=O)c3cccc1c32 (configuration not stated) | 2% | 12% | 1%[9.22 µM] | . | -5% | 3%[10 µM] | -20%[46 µM]
Cc1noc(C(F)(F)F)c1C(=O)NNC(=O)c1ccccc1 | . | . | -7%[9.22 µM] | . | 10% | 3%[10 µM] | .
COc1cccc(C2C(C(=O)OCc3ccccc3)=C(C)Nc3ncnn32)c1OC (configuration not stated) | 17% | 8%[38.3 µM] | 13% | -15% | -5% | 11% | 14%
CCOC(=O)C1=C(C)NC2=C(C1c1ccc([N+](=O)[O-])cc1)S(=O)(=O)c1ccccc12 (configuration not stated) | 25% | 44%[activator][38.3 µM] | 15% | -14% | 7% | 6% | ?
O=C(Nc1ccc(C2=NCCN2)cc1)c1ccc(C(=O)Nc2ccc(C3=NCCN3)cc2)c(Cl)c1 | . | . | 15%[9.22 µM] | . | 27% | 26%[10 µM] | ?
N#CC(C#N)=Cc1cn(-c2ncc(C(F)(F)F)cc2Cl)c2ccccc12 | 2% | 26%[38.3 µM] | -10% | -10% | 15% | 23%[10 µM] | 8%
CN(CC(O)COc1ccc(S(=O)(=O)N2CCOCC2)cc1)C1CCCCC1 (configuration not stated) | -2% | 12%[38.3 µM] | 3% | 12% | 0% | -11% | 7%
Cc1ccc(S(=O)(=O)N(CC(O)CN2CCOCC2)c2cc(Cl)ccc2Cl)cc1 (configuration not stated) | -1% | 28%[38.3 µM] | 9% | 16% | 1% | -5% | 15%
Cc1csc(NC(=O)C(F)(F)F)n1 | -2% | -4% | -2% | 6% | 1% | . | 1%
O=C(CCCc1nc2ccccc2s1)NCc1ccc(F)cc1 | -1% | 11% | ? | -7% | -5% | 18%[10 µM] | 3%
Cc1cc(C)n(-c2cc(N3CCOCC3)nc(-c3ccccc3)n2)n1 | -1% | 39%[activator][38.3 µM] | -22% | -32%[inhibitor] | 10% | -7%[10 µM] | 7%
Cc1ccc(OCCCC(=O)Nc2ccccc2C(F)(F)F)cc1 | 4% | 0%[38.3 µM] | 1% | -11% | 4% | -27% | 1%
O=C1C(Cl)=C(NCC2CCCO2)C(=O)N1c1cccc(Cl)c1Cl (configuration not stated) | -2% | 27%[38.3 µM] | 12% | 11% | 14% | 34% | 13%
CC1CCC2(CC1)NC(=O)N(CC(=O)Nc1nc(-c3ccc(F)cc3)cs1)C2=O (configuration not stated) | 0% | 14µM* | 7% | 4% | 4% | 31% | -15%
O=C1CCC(=O)N1OCCOc1ccccc1 | -2% | 5% | 0% | 12% | 2% | -37%[inhibitor] | ?
O=C(c1ccco1)N1CCN(C(=S)NC2CC3CCC2C3)CC1 (configuration not stated) | 4% | -2% | -11% | 6% | 3% | -2% | 0%[46 µM]
CCC(C)NC(=O)C1CCCN(c2nc(C)cc(OC)n2)C1 (configuration not stated) | 2% | 2% | -1% | 2% | 0% | 1%[10 µM] | -5%
O=C(CC1C(=O)NCCN1CC1CCCCC1)NCc1cc(F)ccc1F (configuration not stated) | -1% | -2% | -4%[9.22 µM] | . | 5% | -14%[10 µM] | .
C=C1C(=O)O[C@@H]2C[C@@H](C)[C@@H]3C=CC(=O)[C@@]3(C)[C@@H](OC(C)=O)[C@H]12 | . | . | ? | . | 4% | ? | .
N#Cc1ccc(-c2csc(NC3=NCCCCC3)n2)cc1 | 0% | 4% | 3% | ? | 2% | 5%[10 µM] | -2%
CC(C)C(O)C1CCN(Cc2nc(Cc3ccccc3Cl)no2)CC1 (configuration not stated) | . | 1% | 6%[9.22 µM] | . | 8% | 11%[10 µM] | .
O=C(CN1CCOCC1)Nc1c(C(=O)C2CC2)oc2ccccc12 | -5% | 4% | -8%[9.22 µM] | . | 13% | 10%[10 µM] | ?
Nc1nc(N2CCN(C(=O)c3ccco3)CC2)nc2ccccc12 | 1% | 4% | 6% | 13µM* | -16% | -1%[10 µM] | -5%
CCOC(=O)COc1ccc(Oc2nc(C)cc(OC)n2)nn1 | -2% | -7%[38.3 µM] | -7% | 6% | 3% | 28% | -4%
CCOC(=O)N1CCN(c2ccc(C(C)=O)cc2F)CC1 | -2% | 2% | 9% | -6% | ? | 8%[1.9 µM] | -21%

# Screening results (PubChem)
